From PubChem
SENP1 FRET inh – inhibitors of human SENP1 SUMO protease catalytic domain | Q9P0U3 | recombinant SENP1 catalytic domain, CyPet-SUMO1-YPet FRET cleavage | inhibition, % at 10 µM | 360,000 compounds, 0.21% hits;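 active = inhibition at least 30% at 10 µM, raw YFP signal under a set limit, fluorescence ratio 0.5 to 1.5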;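 note: 0% = enzyme with DMSO and 100% = no enzyme wells; some results filed as inactive read as strong as hits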
Target sequence (Q9P0U3 419-644 limits assumed): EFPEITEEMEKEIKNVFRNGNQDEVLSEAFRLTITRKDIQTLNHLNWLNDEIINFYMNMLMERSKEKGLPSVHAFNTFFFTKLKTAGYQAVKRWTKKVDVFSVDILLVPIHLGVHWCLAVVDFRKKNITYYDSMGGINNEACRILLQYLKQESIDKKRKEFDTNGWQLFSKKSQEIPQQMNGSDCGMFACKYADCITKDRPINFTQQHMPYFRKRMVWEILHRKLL
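Assay system: hSENP1 catalytic domain, recombinant. Amount: SENP1 enzyme, 20 pM final. Schedule: 50 min reaction, RT, dark. Technique: FRET, CFP and YFP emission. Control set: no-enzyme wells low, DMSO-plus-enzyme wells high control.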
APOBEC3A inh – blocks human APOBEC3A ssDNA deamination. recombinant A3A, FAM/TAMRA ssDNA deamination fluorescence. inhibition, % at 20 µM. 330,000 compounds, 0.41% hits;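 active = at least 40% inhibition at 20 µM here, with at most 30% in a related deaminase screen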;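 note: plate controls were A3A with DMSO for no effect and wells lacking A3A enzyme for full effect; some results filed as inactive read as strong as hits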
Target sequence (P31941 whole entry, looked up): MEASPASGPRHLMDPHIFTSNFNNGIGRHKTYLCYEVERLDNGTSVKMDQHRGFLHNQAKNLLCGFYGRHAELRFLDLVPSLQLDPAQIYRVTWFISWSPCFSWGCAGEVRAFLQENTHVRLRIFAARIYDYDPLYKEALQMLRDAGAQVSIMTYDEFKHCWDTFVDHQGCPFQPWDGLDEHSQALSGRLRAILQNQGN
NLRP3 yeast inh – NALP3 inhibition in yeast | 330,000 compounds, 0.39% hits | inhibition, % at 10 µM | Yeast reconstituted NLRP3/ASC/caspase-1, beta-gal luminescence, 24 h;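 active = inhibition of 50% or more; inactive = inhibition below 50%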;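 note: plate controls were induced DMSO wells for no effect and uninduced yeast grown without galactose for full effect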
mIAP act – increases mouse intestinal alkaline phosphatase activity | muIAP, CDP-Star luminescence, 30 min; active compounds read high; 1 = vehicle-only enzyme signal, 0 = enzyme-free wells | 330,000 compounds, 0.24% hits | activation factor at 10 µM;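 active = activation factor of at least 2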; note: the source names both 10 and 20 µM as test concentration; values of inactives mirror those of a sister screen read the other way
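Assay system: mouse IAP enzyme / Compound: DMSO-dissolved test compounds / Timing: 30 min, room temperature / Measured by: luminescence from enzymatic CDP-Star hydrolysis / Control set: DMSO-only wells, enzyme-free buffer wells as negative control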
mIAP block – blocks mouse intestinal alkaline phosphatase; purified mouse IAP, CDP-Star luminescence, 30 min; inhibition, % at 10 µM; 330,000 compounds, 0.2% hits;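 active = inhibition of at least 40% at 10 µM in the primary screen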;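 note: plate controls were DMSO with enzyme for no effect and no enzyme wells for full effect; values of inactives mirror those of a sister screen read the other way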
hIAP activ – human IAP activation; purified human IAP, CDP-Star luminescence, 30 min; active compounds read high; 1 = vehicle-only enzyme, 0 = enzyme-free background; 330,000 compounds, 0.16% hits; activation factor at 10 µM;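 active = activation factor of the enzyme at least 2-fold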; note: the source names both 10 and 20 µM as test concentration; values of inactives mirror those of a sister screen read the other way
A3G deaminase – blocks human APOBEC3G single-stranded DNA deamination | Q9HC16 | recombinant A3G, ssDNA deamination FAM/TAMRA fluorescence | inhibition, % at 20 µM | 330,000 compounds, 0.28% hits | AID 493012;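 active = inhibition of at least 40% at 20 µM, with no more than 30% in the related APOBEC3A deaminase screen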;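 note: plate controls were DMSO wells with A3G for no effect and wells lacking A3G enzyme for full effect; some compounds called inactive have numbers as strong as hits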
Target sequence (Q9HC16 whole entry, looked up): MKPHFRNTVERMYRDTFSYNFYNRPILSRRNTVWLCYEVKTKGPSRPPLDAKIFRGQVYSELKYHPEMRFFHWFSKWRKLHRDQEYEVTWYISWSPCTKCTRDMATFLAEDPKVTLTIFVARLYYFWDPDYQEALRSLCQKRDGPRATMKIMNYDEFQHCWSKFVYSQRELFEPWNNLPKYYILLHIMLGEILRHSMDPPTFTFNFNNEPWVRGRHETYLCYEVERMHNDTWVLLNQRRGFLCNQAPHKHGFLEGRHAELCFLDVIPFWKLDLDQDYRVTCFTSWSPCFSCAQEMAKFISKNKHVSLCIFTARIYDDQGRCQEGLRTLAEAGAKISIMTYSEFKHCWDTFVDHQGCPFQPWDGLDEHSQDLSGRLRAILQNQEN
hIAP block – blocks human intestinal alkaline phosphatase. inhibition, % at 10 µM. purified IAP, CDP-Star luminescence, 30 min. 330,000 compounds, 0.12% hits. AID 2544;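 active = inhibition reaching a set limit with compound at 10 µM in the primary screen, cut at about 35% in these data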;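 note: plate controls were DMSO wells with enzyme for no effect and no-enzyme buffer wells for full effect; values of inactives mirror those of a sister screen read the other way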
MIN6 prolif – induces beta-cell replication in MIN6 cells; MIN6 cells proliferation, ATPlite luminescence, 48 h; cells starved in 0.2% serum; 100% = growth in 10% serum; proliferation, % at 10 µM; 330,000 compounds, 0.29% hits;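 active = compounds whose signal lies at least 3.5 SD above the mean of all wells on their plate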;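 note: 0% = DMSO-treated cells in low-serum medium and 100% = 10% serum control; some compounds called inactive have numbers as strong as hits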
* marks the source's active call; other numbers are inactive results; . = no result given.

canonical_smiles,SENP1 FRET inh,hIAP activ,MIN6 prolif,A3G deaminase,NLRP3 yeast inh,mIAP block,APOBEC3A inh,mIAP act,hIAP block
COc1cccc(N/C(SC)=C(/C#N)C(=O)NCc2cccs2)c1,2,0.88,-3,-5,-7,6,-4,0.94,12
CCCc1cc(=O)[nH]c(SCC(=O)Nc2cccc(S(=O)(=O)N3CCOCC3)c2)n1,2,1,-3,-6,16,1,-5,0.99,-4
Cc1cc(C)cc(C(=O)OCC(=O)NCC(F)(F)F)c1,0,0.84,0,-6,14,2,-1,0.98,16
Cc1ccc(-n2nc3c(c2NC(=O)CC(C)C)CS(=O)(=O)C3)cc1,1,0.9,-1,-4,15,3,-3,0.97,10
CN1CCN(C(=O)C2=C[C@H](C3CC3)C[C@H](OCc3ccc(CO)cc3)O2)CC1,2,1,3,-7,20,-8,-1,1.1,-1
Cc1nc([N+](=O)[O-])cn1CC(=O)c1ccccc1,3,0.99,-2,-4,-7,-7,-3,1.1,1
CC(NC(=O)CSc1nc2ccccc2n1C)c1ccccc1 (configuration not stated),1,1.1,1,-2,16,-6,2,1.1,-6
CC1Cc2ccccc2N1C(=O)CN(C)S(=O)(=O)c1cccc2cccnc12 (configuration not stated),0,0.85,6,-6,6,5,0,0.95,15
O=C(NC(=S)Nc1ccc(Br)c(Cl)c1)C1CC1,0,0.95,-7,-3,24,6,-2,0.94,5
COc1ccc(/C(O)=C2/C(=O)C(=O)N(CCN(C)C)C2c2cccnc2)cc1C (configuration not stated),-1,0.99,-1,-12,4,-3,-1,1,1
COc1ccc(S(=O)(=O)NCCSCc2ccco2)cc1OC,0,1.1,1,1,-14,-2,3,1,-11
Cc1ccc(N(CC(=O)Nc2cc(Cl)ccc2Oc2ccccc2)S(C)(=O)=O)cc1C,3,0.99,-4,-5,13,-13,-1,1.1,1
COc1ccc(C(=O)[C@@H]2CC[C@](C)(C(=O)O)C2(C)C)cc1,-1,0.95,-2,-6,-6,4,-3,0.96,5
CCOc1ccc(N(C(C)C(=O)N/N=C(\C)C(C)(C)C)S(C)(=O)=O)cc1 (configuration not stated),1,1,-3,1,3,3,2,0.97,-1
CC(=O)Nc1ccc(NC(=O)C(C)OC(=O)CN2C(=O)C3CCCCC3C2=O)cc1 (configuration not stated),0,1.1,-4,-4,10,1,4,0.99,-5
COc1ccc(/C=N\NC(=O)C2COc3ccccc3O2)cc1O (configuration not stated),-21,0.93,-3,-9,2,7,-2,0.93,7
CCOC(=O)c1nnc(-c2ccc(C)cc2)nc1Sc1ccc(Cl)cc1,2,1.1,-3,-4,11,1,0,0.99,-14
COCCNC(=O)C1CCC(=O)N(c2ccc(OC)cc2)C1c1ccc(OC)c(OC)c1 (configuration not stated),0,0.89,-2,1,5,-8,1,1.1,11
CCCNC(=O)C(Cc1ccccc1)NC(=O)c1ccccc1 (configuration not stated),2,0.95,0,-9,-1,4,-4,0.96,5
Cc1cc(=O)[nH]c(N/N=C/c2c(C)nn(-c3ccccc3)c2Cl)n1,0,0.98,2,-6,0,1,2,0.99,2
Cc1ccc(CNC(=O)c2ccccc2-n2cnnn2)cc1,4,0.94,-3,-1,4,0,12,1,6
O=C(CN(c1ccccc1)S(=O)(=O)c1ccccc1[N+](=O)[O-])Nc1cccnc1,4,0.94,5.5*,-4,11,-4,-3,1,6
COc1c(Cl)ccc(Cl)c1C(=O)NC(=O)N1CCOCC1,-2,1.1,-2,-3,5,-2,0,1,-5
C=CCNC(=O)/C(=C/c1ccccc1OCC)NC(=O)c1ccccc1,1,0.94,-1,0,5,2,4,0.98,6
CCCn1c(=O)c(C(=O)NNC(=O)c2ccc(Cl)cc2Cl)c(O)c2ccccc21,3,2.9*,-6,-6,44,3,-4,0.97,-195
COc1ccc(/C=C/C2=CC(C)(C)NC(=S)N2)cc1OC,-1,1.2,0,-6,24,5,-3,0.95,-15
O=C(Nc1cccnc1)c1cc(-c2cccs2)on1,-4,0.98,-3,-1,6,-3,1,1,2
CCOC(=O)N1N=C(C)CC1(O)c1ccc(Cl)cc1 (configuration not stated),3,1.1,0,-6,10,-12,-3,1.1,-10
CC1(C)CC(NC(=O)C(=O)NCCc2ccccc2)CC(C)(C)N1,-1,0.99,-3,-6,10,-1,-1,1,1
COc1ccc(CCN2C(=S)N(c3ccc(Cl)cc3)C(=O)C2CC(N)=O)cc1OC (configuration not stated),-2,0.98,-4,-8,14,-14,-2,1.1,2

Grouped by structure: the compounds so far with four or more nitrogen atoms
canonical_smiles,SENP1 FRET inh,hIAP activ,MIN6 prolif,A3G deaminase,NLRP3 yeast inh,mIAP block,APOBEC3A inh,mIAP act,hIAP block
CCCc1cc(=O)[nH]c(SCC(=O)Nc2cccc(S(=O)(=O)N3CCOCC3)c2)n1,2,1,-3,-6,16,1,-5,0.99,-4
Cc1cc(=O)[nH]c(N/N=C/c2c(C)nn(-c3ccccc3)c2Cl)n1,0,0.98,2,-6,0,1,2,0.99,2
Cc1ccc(CNC(=O)c2ccccc2-n2cnnn2)cc1,4,0.94,-3,-1,4,0,12,1,6
O=C(CN(c1ccccc1)S(=O)(=O)c1ccccc1[N+](=O)[O-])Nc1cccnc1,4,0.94,5.5*,-4,11,-4,-3,1,6

Continuation:
canonical_smiles,SENP1 FRET inh,hIAP activ,MIN6 prolif,A3G deaminase,NLRP3 yeast inh,mIAP block,APOBEC3A inh,mIAP act,hIAP block
COCCn1c(SCC(=O)Nc2ccc(OC)cc2)nnc1-c1ccoc1C,0,1.1,-2,-12,16,0,-5,1,-13
O=C(Cc1cccc(C(F)(F)F)c1)OCN1C(=O)c2ccccc2C1=O,6,0.98,-3,4,14,1,2,0.99,2
CCOc1ccc(N2CC(C(=O)Nc3nnc(C4CCCCC4)s3)CC2=O)cc1 (configuration not stated),-1,0.94,-2,-6,5,-1,-4,1,6
O=C(N/N=C/c1ccc(Cl)s1)C(O)c1ccccc1 (configuration not stated),-2,1.2,1,-4,14,-2,-6,1,-24
Cc1ccc(-c2nn(-c3ccccc3)cc2C(=O)NCC(c2cccs2)N2CCOCC2)cc1 (configuration not stated),-3,0.99,-5,-7,-3,-30,0,1.3,0
Cn1c(=NC(=O)c2cnccn2)sc2ccccc21,-3,1,-2,6,25,3,4,0.97,-1
CCOC(=O)N1CCN(C(=O)CCn2c(=S)[nH]c3cc(OCC)c(OCC)cc3c2=O)CC1,.,0.92,0,-2,11,7,0,0.93,8
O=C(CSc1nnc2ccccn12)NCc1ccc2c(c1)OCO2,2,1,2,-4,-1,0,-1,0.99,-2
O=C(OCc1c(Cl)nc2sccn12)c1cc2c(s1)CCCC2,2,0.84,0,-6,-11,-6,-3,1.1,16
NC(=O)CCC(NS(=O)(=O)c1ccc(Cl)cc1)C(=O)NCc1ccccc1Cl (configuration not stated),0,0.9,-1,-7,11,-3,1,1,10
COC(=O)CSc1nc(C)cc(C(F)(F)F)c1C#N,4,1.2,-1,0,-7,0,0,1,-22
Nc1c(C(=O)NCc2ccc3c(c2)OCO3)c2nc3ccccc3nc2n1CCCN1CCOCC1,-24,1.1,-4,4,6,12,3,0.88,-13
CSc1ccc(C(=O)C2CCCN(C(=O)c3cccnc3SC)C2)cc1 (configuration not stated),0,1.1,1,-7,-1,-9,-8,1.1,-9
CSCCC(NC(=O)COc1ccccc1)C(=O)N1CCN(c2ccccc2O)CC1 (configuration not stated),1,1.1,-2,-7,28,9,-1,0.91,-6
CC(=O)c1c(O)cc(=O)oc1-c1ccc(C)cc1,1,0.91,-2,-1,17,-1,0,1,9
COc1cc(OC)cc(OCC(O)Cn2ccnc2C)c1 (configuration not stated),2,0.99,-1,-5,3,1,2,0.99,1
COc1cccc(NC(=O)CS(=O)(=O)c2cn(CC(=O)N3CCOCC3)c3ccccc23)c1,-1,1.2,-3,-3,2,2,-1,0.98,-23
Cc1cc(OC(=O)c2cccc(F)c2)c([N+](=O)[O-])c(=O)[nH]1,1,0.92,0,-6,-1,-4,-1,1,8
COc1cc(C(=O)N(CCN(C)C)CC2CCCN(Cc3ccccc3F)C2)ccc1C (configuration not stated),0,0.88,-5,1,20,-1,-10,1,12
FC(F)(F)c1cccc(Cc2noc(CN(Cc3ccccn3)CC3CCCO3)n2)c1 (configuration not stated),0,1.1,1,-4,1,-6,-3,1.1,-9
COCc1nnc(NC(=O)C2CCN(C(=O)c3ccco3)CC2)s1,1,1,1,16,8,-4,3,1,-4
COc1ccc(-n2c(C)cc(/C=C3\C(=N)N4N=C(CC(=O)N5CCOCC5)SC4=NC3=O)c2C)c(OC)c1,-69,1.4,-2,-5,16,6,-4,0.94,-42
CCOc1ccc2oc(C(=O)OCC(=O)N3C(C)CCCC3C)c(C)c2c1 (configuration not stated),-3,1.1,-2,2,31,8,0,0.92,-6
CCOc1ccc(N=C2NC(=O)CS2)cc1,0,0.89,3,-11,18,-3,-4,1,11
CC(=O)N1CCCC(C(=O)c2ccc(Oc3ccccc3)cc2)C1 (configuration not stated),1,1.2,-3,-10,28,2,-3,0.98,-20
COc1ccc(Cl)cc1NS(=O)(=O)c1cccc(C(=O)NCC2(N(C)C)CCCCC2)c1,-1,1.2,-1,-1,2,8,2,0.93,-17
O=C1CN(C(=O)/C=C/c2cc(Br)ccc2F)CCN1,0,0.83,0,-7,23,10,-1,0.9,17
CCN(CC)c1ccc(NC(=O)CN(C)Cc2cccs2)cc1,-5,1.1,-4,-1,28,-3,5,1,-7
c1ccc(Cn2ncc3c(N4CCOCC4)ncnc32)cc1,1,0.92,0,-9,-2,-2,-1,1,8
Cc1ccc(S(=O)(=O)Nc2ccc(NC(=O)c3cccnc3)cc2)cc1,1,1.1,1,-5,19,9,-2,0.91,-7
Oc1ccc(/C=N/N2CCN(Cc3ccccc3)CC2)cc1,2,0.98,0,-7,20,2,-8,0.98,2
C/C=C/C(=O)OCC(=O)Nc1ccc(OC)c(OC)c1,1,1,-2,11,10,-5,12,1,0
CCc1ccc(NC(=O)CSc2nnnn2C)cc1,3,0.97,-2,-6,6,0,-1,1,3
CS(=O)(=O)c1ccc2nc(NC(=O)c3ccc(Cn4cc(Br)cn4)o3)sc2c1,-26,0.87,2,-10,8,-1,-1,1,13
CN(/N=C/c1cccs1)c1cc(=O)n(C)c(=O)[nH]1,-14,1,0,-2,1,-4,-7,1,-2
O=[N+]([O-])c1cccnc1Sc1n[nH]c(-c2ccc(Cl)cc2)n1,0,1.2,-1,0,11,2,3,0.98,-18
COc1ccc(-n2c(CN3CCN(C)CC3)nc3ccc([N+](=O)[O-])cc3c2=O)c(OC)c1,-1,1,0,-6,7,5,-2,0.95,-2
CCOc1ccc(-n2c(=S)sc3c(=O)[nH]c(SCC(=O)NCc4ccco4)nc32)cc1,0,0.95,2,-1,-3,1,12,0.99,5

Only part of the results is shown; rates above refer to the full screens.
